Compound activity as filed in PubChem.
SIRT5 inh – blocks human SIRT5 desuccinylation of peptide | Q9NXA8 | Purified SirT5, succinyl-peptide AMC, trypsin-coupled fluorescence | inhibition, % at 15 µM | actives 1.1% (n = 330,000); in the data active = inhibition above about 15%; inconclusive = no clear call, values can overlap the other calls
Cneo AK release – causes C. neoformans cell lysis. adenylate kinase release luminescence, 4 h; normalised: neutral wells 0, clomiphene wells 100. lysis activity, % at 15 µM. actives 0.2% (n = 360,000);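 active = mean lysis activity across replicates of at least 80%, whatever share of replicates individually reach that level; inactive = mean lysis activity below 80%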
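Material – Cryptococcus neoformans yeast cells · Quantity – 5 × 10^6 yeast cells/mL · Buffer or medium – YPD medium · Compound – single dose · Timing – 4 h static compound exposure, 37 °C, read 1 h post-reagent · Signal – adenylate kinase release luminescence · Read-out basis – lysis from increased AK signal · Benchmarks – Clomiphene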
XiGFP reactiv – activators of X-chromosome reactivation in mouse fibroblasts. XiGFP mouse fibroblasts, % GFP-positive cells imaging, 3 d; cells co-treated with 5-aza-dC sensitizer; scaled so ellipticine positive control = 100%. activation, % at 7.58 µM. actives 0.055% (n = 360,000);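 active = mean normalized replicate activation at least 10% and every replicate at or above 10%; inconclusive = only one of the two criteria met; inactive = mean below 10% and not all replicates reach 10%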;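 note: 0% = median of on-plate neutral control wells and 100% = ellipticine 6 µM median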
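material = 68-5-11 XiGFP fibroblast line | medium = DMEM plus 5-aza-dC sensitizer | schedule = 3 days compound exposure | benchmarks = positive control ellipticine, 6 µM final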
LGR2 inh – inhibitors of bursicon-induced Drosophila LGR2 receptor cAMP signaling; HEK293 LGR2, CRE-luciferase, bursicon-stimulated, 4 h; inhibition, % at 9.99 µM; actives 0.35% (n = 380,000); AID 720647;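 active = drop in luminescence signal, shown as inhibition above about 50% in the replicate tests, limit read from the data, passing the limit was not always enough; inconclusive = probably only some replicates passing the limit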;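 note: agonist challenge used bursicon conditioned medium at about half maximal strength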
S100A4 MyoIIA – S100A4-myosin IIA interaction inhibition; P26447; S100A4/TAMRA-MyoIIA peptide fluorescence polarization; inhibition, % at 10.7 µM; actives 0.14% (n = 360,000);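 active = mean inhibition of at least 70% across replicates, with every replicate also reaching that level; inconclusive = mean inhibition reaches 70% but some replicates fall short; inactive = mean inhibition below 70%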
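Material: S100A4 monomer protein / Buffer or medium: 50 mM HEPES pH 7.2, 10 mM CaCl2, 100 mM KCl / Times: 5 min incubation before reading / Benchmarks: neutral control DMSO, positive control TFP / Reagent: labelled myosin peptide probe, 5 nM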
PGC1a acetyl inh – lowers PGC1a acetylation signal in U2OS cells | AlphaScreen anti-acetyl-lysine; with virally co-expressed GCN5 acetyltransferase | inhibition, % at 15.6 µM | actives 0.17% (n = 350,000) | AID 651687;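 active = every replicate shows inhibition of at least 40%; inconclusive = mean inhibition at least 40% but some replicate below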;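 note: 0% = neutral control wells and 100% = positive control wells; some results beyond the cut were filed as inactive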
ERAP1 inh – inhibitors of human ERAP1 aminopeptidase | recombinant ERAP1, Leu-AMC fluorescence, 60 min | actives 0.15% (n = 340,000) | inhibition, % at 10.7 µM | Q9NZ08 | AID 652197;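 active = mean replicate inhibition of at least 30%, or all replicates individually reaching that 30% level; inactive = mean below 30% and not every replicate reaching it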;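 note: 0% = neutral control wells and 100% = L-leucinethiol positive control wells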
Target sequence (Q9NZ08 whole entry, looked up): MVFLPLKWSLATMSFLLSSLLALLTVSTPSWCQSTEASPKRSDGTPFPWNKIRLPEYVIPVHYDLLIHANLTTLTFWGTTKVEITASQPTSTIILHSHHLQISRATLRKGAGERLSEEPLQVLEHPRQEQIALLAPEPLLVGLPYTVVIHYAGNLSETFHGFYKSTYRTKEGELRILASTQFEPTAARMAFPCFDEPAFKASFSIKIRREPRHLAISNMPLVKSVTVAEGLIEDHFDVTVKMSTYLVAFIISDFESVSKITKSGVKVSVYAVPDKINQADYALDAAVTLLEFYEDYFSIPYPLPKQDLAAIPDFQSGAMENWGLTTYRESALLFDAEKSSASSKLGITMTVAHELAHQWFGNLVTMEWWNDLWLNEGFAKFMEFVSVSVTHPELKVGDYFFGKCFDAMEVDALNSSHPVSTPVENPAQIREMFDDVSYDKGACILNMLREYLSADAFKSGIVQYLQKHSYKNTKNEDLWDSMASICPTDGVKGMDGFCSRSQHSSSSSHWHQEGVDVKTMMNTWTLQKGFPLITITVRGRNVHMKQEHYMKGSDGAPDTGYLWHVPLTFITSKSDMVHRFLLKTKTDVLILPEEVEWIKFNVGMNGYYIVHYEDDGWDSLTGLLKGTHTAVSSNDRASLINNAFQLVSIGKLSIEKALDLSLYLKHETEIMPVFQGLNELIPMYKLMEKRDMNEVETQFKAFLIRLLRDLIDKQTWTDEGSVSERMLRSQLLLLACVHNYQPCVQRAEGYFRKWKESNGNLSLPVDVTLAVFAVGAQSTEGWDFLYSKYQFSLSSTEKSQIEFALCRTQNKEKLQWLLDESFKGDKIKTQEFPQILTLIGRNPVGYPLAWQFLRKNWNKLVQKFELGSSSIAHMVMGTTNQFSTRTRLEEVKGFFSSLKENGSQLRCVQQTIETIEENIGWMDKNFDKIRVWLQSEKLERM
Statin myotox sup – suppressors of simvastatin-induced myotoxicity in C2C12 myotubes; ATP luminescence, 48 h; scaled: DMSO 0, geranylgeraniol control 100; rescue of ATP level, % at 7.49 µM; actives 0.78% (n = 330,000); AID 602340;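 active = mean ATP rescue above about 67%, or every replicate alone reaching that limit, limit read from the data, passing the limit was not always enough; inconclusive = no clear call, values can overlap the other calls; inactive = mean under the limit and some replicate under it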;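 note: myotubes were challenged with 10 µM simvastatin during compound exposure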
Numbers without * were called inactive; u = inconclusive; x = no result given; & = joins results of further samples; ! = repeats disagree. A portion of the library. The share of hits here may be higher or lower than overall.

SMILES	SIRT5 inh	Cneo AK release	XiGFP reactiv	LGR2 inh	S100A4 MyoIIA	PGC1a acetyl inh	ERAP1 inh	Statin myotox sup
COc1cccc(CNC(=O)CN2c3cccc4cccc(c34)S2(=O)=O)c1	-3	-1	0.2	4	-5	4	2	-3
Cc1ccc(NC(=S)/N=C(\N)Nc2nc(C)c3ccccc3n2)cc1C	-3	4	0.0	-8	-5	x	0	x
Cc1ccc(C#CC[N+](C)(C)CC#Cc2ccccc2)cc1	-4	x	0.0	-1	6	-14	1	x
O=P(c1ccccc1)(c1ccccc1)C(c1ccccn1)P(=O)(c1ccccc1)c1ccccc1	10	-1	0.0	12	-3	-10	x	x
COc1ccc(S(=O)(=O)NCC(=O)Nc2cccc(C)c2C)cc1OC	1	2	0.0	4	-2	2	-4	14
COc1cc(C#N)c(NS(=O)(=O)c2ccc3[nH]c(=O)sc3c2)cc1OC	0	-19	-0.1	9	-4	8	-2	0
O=C(c1ccccn1)N1C[C@H]2[C@@H](c3ccccc31)[C@H](CO)N2C(=O)C1CCOCC1	-8	0	0.2	-16	6	2	-5	-12
C/C=C/c1ccc2c(c1)O[C@@H](CN(C)C(=O)C1CCCCC1)[C@H](C)CN([C@H](C)CO)S2(=O)=O	4	-3	0.3	-10	-4	-2	2	-3
COc1cc(CN2CCN(C(C)C)C(CCO)C2)ccc1OCc1ccccc1 (configuration not stated)	-7	x	0.1	6	2	x	-3	x
COc1ccc(S(=O)(=O)Nc2ccc3c(c2)CC(=O)N([C@H](C)CO)C[C@H](C)[C@H](CN(C)C(=O)NC2CCCCC2)O3)cc1	3	0	0.3	17	13	1	-1	-17
COc1cc(CNC(=O)Nc2nc(C(N)CCc3ccccc3)cs2)cc(OC)c1OC (configuration not stated)	0	1	-0.1	19	-11	3	0	-3
CN1c2ccc(C3=CCCCC3)cc2[C@@H]2[C@@H](CCN2C(=O)c2ccccc2F)[C@@H]1CO	x	-14	0.0	9	x	4	x	10
CCC(C(=O)NCCC1=CCCCC1)n1nc(C)c2c(C)n(-c3ccccc3)nc2c1=O (configuration not stated)	-1	1	0.0	-7	-3	-3	3	-26
CCC1C(=O)N=C(SCC(=O)Nc2ccc(C)cc2)N(c2ccccc2)C1=O (configuration not stated)	-3	0	0.2	11	-2	-1	2	3
C=C(C)CNC(=S)N/N=C/c1ccc(N2CCOCC2)cc1	-15	x	5.4	7	4	x	-2	x
COc1cccc(-c2ccc(C3[C@@H]4CN(Cc5cccc(F)c5)C[C@H]3N4)cc2)c1 (some centres not stated)	-5&2	x	0.1&0.0	-13&-6	-9&29	97*!	0&0	x
COC(=O)C[C@H](NC(=O)Cn1cnc2c(NCc3ccccc3)ncnc21)C(=O)OC	2	4	-0.3	2	2	-5	2	6
O=C(NCCS(=O)(=O)N1CCN(c2ccccc2)CC1)c1ccc2c(c1)OCO2	-1	-3	0.3	11	1	x	5	-3
Cn1cnc(CCNC(=O)C[C@H]2CC[C@@H]3[C@H](COC[C@H](O)CN3C(=O)C3CCCC3)O2)c1	35*!	-2	0.2&0.2	-11&-4	-4&-12	8	1	-20
CCCN(Cc1ccccc1)C(=O)Nc1ccc2c(c1)nnn2C	-3	-7	x	-8	-1	-6	0	-34
CNC(=O)c1ccc(NC(=O)C2CCN(S(=O)(=O)c3cccc(C(F)(F)F)c3)CC2)cc1	15	1	0.1	-8	-9	3	4	7
COC(=O)CC1C(=O)NCCN1C(=O)Nc1ccc(Cl)c(Cl)c1 (configuration not stated)	3	-2	0.1	-3	-2	-4	-3	9
CCCNC(=O)N[C@H]1CC[C@@H](CCn2cc(-c3cccc(F)c3)nn2)O[C@H]1CO	-2	-3	-0.2	-9	9	-7	3	1
O=C(C1CCOCC1)N1CC2(C1)[C@H](c1ccccc1)[C@H](CO)N2CCC(F)(F)F	-4	x	0.0	-4	2	5	0	x
O=C(Nc1ccnc(-c2cccnc2)n1)c1cccs1	0	1	0.2	5	-1	-23	-1	5

An excerpt of these results, with each value named.
O=C(C1CCOCC1)N1CC2(C1)[C@H](c1ccccc1)[C@H](CO)N2CCC(F)(F)F
  SIRT5 inh: -4; Cneo AK release: x; XiGFP reactiv: 0.0; LGR2 inh: -4; S100A4 MyoIIA: 2; PGC1a acetyl inh: 5; ERAP1 inh: 0; Statin myotox sup: x

Cn1cnc(CCNC(=O)C[C@H]2CC[C@@H]3[C@H](COC[C@H](O)CN3C(=O)C3CCCC3)O2)c1
  SIRT5 inh: 35*!; Cneo AK release: -2; XiGFP reactiv: 0.2&0.2; LGR2 inh: -11&-4; S100A4 MyoIIA: -4&-12; PGC1a acetyl inh: 8; ERAP1 inh: 1; Statin myotox sup: -20

C=C(C)CNC(=S)N/N=C/c1ccc(N2CCOCC2)cc1
  SIRT5 inh: -15; Cneo AK release: x; XiGFP reactiv: 5.4; LGR2 inh: 7; S100A4 MyoIIA: 4; PGC1a acetyl inh: x; ERAP1 inh: -2; Statin myotox sup: x

COC(=O)CC1C(=O)NCCN1C(=O)Nc1ccc(Cl)c(Cl)c1 (configuration not stated)
  SIRT5 inh: 3; Cneo AK release: -2; XiGFP reactiv: 0.1; LGR2 inh: -3; S100A4 MyoIIA: -2; PGC1a acetyl inh: -4; ERAP1 inh: -3; Statin myotox sup: 9

Next section:
SMILES	SIRT5 inh	Cneo AK release	XiGFP reactiv	LGR2 inh	S100A4 MyoIIA	PGC1a acetyl inh	ERAP1 inh	Statin myotox sup
Cc1cc(C(=O)NNC(=O)CCCOc2ccccc2)c(C)o1	3	-1	0.1	-9	-1	x	-1	4
C[C@@H]1CN([C@@H](C)CO)C(=O)c2cc(NS(C)(=O)=O)ccc2O[C@@H](C)CCCCO[C@@H]1CN(C)S(=O)(=O)c1cccs1	0	1	-0.2	-5	-106	2	-3	11
COCC(=O)Nc1ccc2c(c1)C(=O)N(C)C[C@@H](OC)[C@@H](C)CN(C(=O)COC)[C@@H](C)CO2	1	2	-0.4	-8	6	x	0	18
CC(=O)NCc1ccc(-c2csc(-c3cccs3)n2)cc1	-1	-3	0.1	-67	-3	x	-2	26
Cc1cccc([N+](=O)[O-])c1NC(=O)COC(=O)C1CC2CCCC(C1)C2=O (configuration not stated)	-1	x	-0.1	-1	0	x	5	x
CSCCC(NC(=O)c1ccccc1Cl)C(=O)N1CCN(C(C)=O)CC1 (configuration not stated)	-1	0	2.9	-14	0	6	-1	2
Cc1ccc(NC(=O)c2cccs2)cc1[N+](=O)[O-]	0	x	0.0	-38	-1	2	5	x
Cc1ccnn1CC(=O)N/N=C/c1ccc([N+](=O)[O-])s1	3	x	0.0	x	0	x	5	x
CC(C)CC#Cc1ccc2c(c1)O[C@H](CN(C)C(=O)Nc1ccccc1)[C@@H](C)CN([C@H](C)CO)S2(=O)=O	1&6&9	0&4&2	0.1&0.3	-10&1	0&2&-39	-7&5	-1&-4&-3	0&15&19
S=C(Nc1cccc(Cl)c1)Nc1ccc2c(c1)OCCO2	-3	-1	0.0	-51	8	x	-2	5
OC[C@@H]1Nc2ccc(C#Cc3ccccc3)cc2[C@@H]2[C@H]1CCN2Cc1nccs1	8	x	0.0	-23	-19	x	0	x
O=C(C1CCN(S(=O)(=O)c2cccc([N+](=O)[O-])c2)CC1)N1CCOCC1	7	x	0.0	13	1	x	-1	x
O=C(C(Cc1ccccc1)N1C(=O)c2ccccc2C1=O)N1c2ccccc2CCc2ccccc21 (configuration not stated)	-2	x	0.5	21	-4	-31	-2	x
CCCSc1nnc(N)s1	-3	6	0.0	-15	18	x	4	1
O=C(CN1CCOCC1)N/N=C/c1ccc(-c2ccc(Br)cc2)o1	0	x	0.0	-14	-4	-4	x	x
COc1ccc(C(=O)c2sc3nc(C)cc(-c4cccs4)c3c2N)cc1	x	x	u	-2	-4	x	0	x
O=C(O)c1ccc(N2C(=O)c3cccc4c(C(=O)O)ccc(c34)C2=O)cc1	12	x	0.1	5	0	-8	0	x
COc1ccc(N(CC(=O)NCc2ccc3c(c2)OCO3)S(C)(=O)=O)cc1OC	7	-2	x	1	-3	24	-1	-1
FC(F)C(F)(F)Oc1cccc(Nc2nccn3c(-c4ccc5ccccc5c4)cnc23)c1	0	4	0.6	-13	-4	13	1	-13
COc1ccc(CCc2nnc(CCC(=O)NCc3cnc4ccccn34)o2)cc1	-6	x	-0.1	-11	-1	x	-3	x
Cc1cccc(C)c1NC(=O)COC(=O)c1cccnc1	1	1	-0.1	5	0	-12	0	3
CC(C)CC#Cc1cnc2c(c1)C(=O)N([C@H](C)CO)C[C@H](C)[C@@H](CN(C)Cc1ccccc1)O2	8	0	-0.8	-20	-8	-26	-1	50
CCN(CC)S(=O)(=O)c1cc(NC(=O)CSc2nnc(-c3cccs3)o2)ccc1C	x	5	-0.1	-8	x	0	x	1
C[C@H]1CN([C@@H](C)CO)C(=O)Cc2cc(NS(=O)(=O)c3cccs3)ccc2O[C@@H]1CN(C)Cc1ccc(Cl)c(Cl)c1	3	-2	0.3	8	-13	18	2	54
Cc1ccc(NS(=O)(=O)c2ccc(C(=O)N3CCN(S(=O)(=O)c4ccccc4)CC3)cc2)cc1	-5	-4	0.2	5	0	-20	2	3
CCCc1noc2c1C(c1cc(Br)ccc1F)C(C#N)=C(N)N2 (configuration not stated)	3	0	0.6	x	-11	x	-2	-17
COc1cc(/C=N/n2cnnc2)ccc1OCC(=O)N1CCOCC1	2	x	0.2	1	-1	x	-6	x
